MmCpn inh: inhibitors of Methanococcus maripaludis chaperonin (MmCpn). AID 504842. Potency, µM (highest dose often 76.9 µM), for the others: at the top dose activity, negative = inhibition, most hits filed as inhibitors. purified Mm-Cpn ATPase, ADP Transcreener TR-FRET. 330,000 compounds, 0.031% hits; also: potency is read from the fitted curve at half-maximal effect; % is scaled to controls: 0 for no effect and ±100 for the full control effect; nearly all actives have a fitted effect of over 80% in size
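Purified archaeal Mm-CPN (25nM final) preincubated 10 min at 37degC with compound, then 10uM ATP for 30 min at 37degC; ADP measured by HTRF Transcreener TR-FRET; buffer 30 mM TRIS pH 7.4, 100mM KCl, 5mM MgCl2, 1mM DTT.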
Nrf2 block: Nrf2 pathway inhibition. A549 ARE-Fluc reporter, luciferase luminescence, 18-24 h. Potency, µM (doses to about 46 µM), inactives show at the top dose activity change, negative = inhibition, hits mostly inhibitors. 360,000 compounds, 2.1% hits. AID 504444; also: potency is read from the fitted curve at half-maximal effect; % is scaled to controls: 0 for no effect and ±100 for the full control effect; nearly all actives have a fitted effect of over 60% in size
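A549 ARE_Fluc cells, 5000/well, 5% FBS OPTI-MEM; compounds in dose-response, 18-24 h at 37 °C/5% CO2; CellTiter-Fluor viability read (Ex 405/Em 525), then BugLite luciferase luminescence = Nrf2 activity.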
Nrf2 activator: activators of Nrf2 (ARE) signaling | AREc32 ARE-luciferase reporter (MCF7-derived line), luminescence, 24 h | Potency, µM (doses to about 46.1 µM), inactives show at the highest dose activation, most hits filed as activators | 410,000 compounds, 0.31% hits | AID 624171; also: potency is read from the fitted curve at half-maximal effect; % of control where 0% means no effect; nearly all actives have a fitted effect of over 65% in size
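Cells of the AREc32 ARE-luciferase line are plated in OPTI-MEM containing 5% FBS and left overnight at 37 deg C. Compounds are pinned in, incubation continues 24 hr, and firefly luciferase signal is then measured.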
pAkt inh: Akt phosphorylation inhibition. AID 651550. activity change, % for hits at 50 µM. Neuro2A IGF-stimulated pAkt S473 HTRF, 20 min; active compounds read low. 360,000 compounds, 0.32% hits; in the data active = activity change below about -80%; inconclusive = mostly about -51% to -80%; also: % is scaled to controls: 0 for no effect and ±100 for the full control effect
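Neuro2A cells in DMEM with 0.5% FBS, overnight at 37 deg C, given compound at single 50 µM final, then IGF (6 nM final) for 20 min at 37 deg C. Lysed; phospho-Akt Ser473 by HTRF after 24 h, 665/615 ratio.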
CCT chaperon mod: modulators of cytosolic chaperonin (CCT/TRiC) activity; purified chaperonin ATPase assay, HTRF ADP detection, 30 min; activity change, % (test concentration not listed), hits read low; 360,000 compounds, 0.3% hits; AID 651819; in the data active = activity change below about -30%; also: % is scaled to controls: 0 for no effect and ±100 for the full control effect
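First, chaperonin was dispensed at 40 nM or 20 nM final depending on batch activity. Next, compounds were pinned at 76 uM and ATP added at 10 uM. After 30 min at 37 °C, ADP detection reagents ran 30 min at ambient temperature.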
A549 tox: kills or reduces viability of A549 cells in Nrf2 counter-screen. A549 ARE-Fluc cells, CellTiter-Fluor viability, 18-24 h. 390,000 compounds, 0.16% hits. AID 504648. Potency, µM (highest dose often 46 µM), for inactives: at the top dose activity change, negative = cytotoxicity, usual class: inhibitors; also: potency is read from the fitted curve at half-maximal effect; % is scaled to controls: 0 for no effect and ±100 for the full control effect
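Cytotoxicity counterscreen: CellTiter-Fluor fluorescence was measured in A549 ARE_Fluc cells after 18-24 h of compound exposure in a concentration series. The subsequent BugLite luminescent read reports ARE-luciferase activity.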
ATXN viability: viability counter-screen for ATXN expression inhibitors. 400,000 compounds, 0.49% hits. Potency, µM (highest dose often 56.7 µM), usual class: cytotoxic. S2 cells (HEK-293 line with an ATXN2-luciferase reporter) viability, CellTiter-Fluor protease fluorescence, 24 h; also: potency is read from the fitted curve at half-maximal effect; nearly all actives have a fitted effect of over 40% in size
HepG2 tox: kills HepG2 cells in TGF-b inhibitor counter-screen; HepG2 CAGA-GFP viability, ATP luminescence, 18 h; Potency, µM (doses to about 46.1 µM), without a hit: at the top dose activity change, negative = cytotoxicity, actives largely listed as cytotoxic; 410,000 compounds, 0.76% hits; also: potency is read from the fitted curve at half-maximal effect; some results filed as inactive show a strong effect at the top dose
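CellTiter-Glo luminescence gave cytotoxicity after 18 hours at 37 degrees C. The cells were HepG2 CAGA-GFP in 1% FBS DMEM, stimulated with 500 pg/mL TGF-beta after compound addition. %Activity was normalised to no-cell wells (complete cell-killing) and DMSO (no toxicity), and curves were fitted and classified.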
TGFb inhibitor: blocks TGF-b signaling. HepG2 CAGA-GFP TGF-b/SMAD3 reporter, GFP fluorescence, 18 h; TGF-beta stimulated, 500 pg/mL final. Potency, µM (doses to about 46.1 µM), inactives show at the top dose activity, negative = inhibition, usual class: inhibitors. 410,000 compounds, 1.2% hits. AID 588855; also: potency is read from the fitted curve at half-maximal effect; % is scaled to controls: 0 for no effect and ±100 for the full control effect; nearly all actives have a fitted effect of over 65% in size
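First, reporter cells (HEPG2 CAGA-GFP) rested 2 h at 37 degrees C. Next, compounds were pinned in and TGF-beta added to 500 pg/mL final. After 18 h, GFP was imaged per cell and summed per well.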
The depositor's hits bear a star; [ ] = remark or other dose. Unless noted, calls follow the shape of the dose curve; as a rule, active = well fitted curve in the direction sought with a large enough effect; inconclusive = small, poorly fitted or top-dose-only effect, or another doubt; inactive = no such curve, though single readings can be large; an effect the other way counts as inactive or inconclusive.

O=S(=O)(c1ccc(F)cc1)N1CCN(CC(O)COCC2CCCO2)CC1 (configuration not stated) was read as MmCpn inh 0.1%, Nrf2 block -3.1%, Nrf2 activator 0.3%, pAkt inh inactive, CCT chaperon mod 5.3, A549 tox 1.9%, ATXN viability inactive, HepG2 tox 9.8% and TGFb inhibitor -3.0%.
CCC(C)/C(C)=N/NC(=O)CSc1nc2ccccc2[nH]1 (configuration not stated) was read as MmCpn inh -0.8%, Nrf2 block 13.5%, Nrf2 activator 4.5%, pAkt inh inactive, CCT chaperon mod 0.2, A549 tox inconclusive, ATXN viability inactive, HepG2 tox -6.1% and TGFb inhibitor 10.5%.
CCn1cc(/C=C/C(=O)NCc2c(C)nn(C)c2C)cn1 was read as MmCpn inh 0.2%, Nrf2 block 8.2%, Nrf2 activator -0.3%, pAkt inh -107.2%*, CCT chaperon mod 1.4, A549 tox 0.1%, ATXN viability inactive, HepG2 tox -14.1% and TGFb inhibitor 1.5%.
CC1(C)Oc2ccccc2OC1(O)c1ccc2ccccc2n1 (configuration not stated) was read as MmCpn inh 1.4%, Nrf2 block -13.5%, Nrf2 activator -0.3%, pAkt inh inactive, CCT chaperon mod 1.0, A549 tox 6.4%, ATXN viability inactive, HepG2 tox -21.7% and TGFb inhibitor inconclusive.
For CC(C)OCCCn1c(SCC(N)=O)nc2c(sc3ccccc32)c1=O the results were Nrf2 activator 5.0%, A549 tox -0.1%, ATXN viability inactive, HepG2 tox -39.5% and TGFb inhibitor 0.0%.
For CNC(=S)N/N=C/c1ccc(C(C)C)cc1 the results were Nrf2 block inconclusive, Nrf2 activator 2.3%, pAkt inh inactive, CCT chaperon mod -3.5, A549 tox -4.8%, ATXN viability inactive, HepG2 tox -65.3% and TGFb inhibitor 0.0%.
Screening Cc1cccc(N2CCN(C(=O)C3CCC(CNS(=O)(=O)c4cccs4)CC3)CC2)c1C (configuration not stated) returned MmCpn inh -3.4%, Nrf2 block 6.51µM*, Nrf2 activator 2.6%, pAkt inh inactive, CCT chaperon mod 1.4, A549 tox -20.5%, ATXN viability inconclusive, HepG2 tox -7.3% and TGFb inhibitor -24.9%.
For O=C(NC(=S)Nc1cccc2ncccc12)c1cccs1 the results were MmCpn inh -0.3%, Nrf2 block -6.8%, Nrf2 activator inconclusive, pAkt inh inactive, CCT chaperon mod -1.7, A549 tox -0.7%, ATXN viability inconclusive, HepG2 tox -37.6% and TGFb inhibitor 0.0%.
`CC(OC(=O)c1ccc(F)c(S(=O)(=O)N2CCOCC2)c1)C(=O)NC1CCCC1` (configuration not stated) gave MmCpn inh -1.6%, Nrf2 block 5.1%, Nrf2 activator -0.4%, pAkt inh inactive, CCT chaperon mod -0.5, A549 tox -5.8%, ATXN viability inactive, HepG2 tox 0.6% and TGFb inhibitor 0.9%.
For Cc1ccc(C)c(NS(=O)(=O)c2ccc3c(c2)CCCN3C(=O)C2CCC2)c1 the results were Nrf2 activator -0.8%, A549 tox -11.1%, ATXN viability inconclusive, HepG2 tox -29.0% and TGFb inhibitor inconclusive.
For Cc1ccc(-n2cc(-c3ccccc3)[nH]c2=O)cc1F the results were MmCpn inh -0.2%, Nrf2 activator 7.7%, pAkt inh inactive, CCT chaperon mod -1.2, A549 tox -1.0%, ATXN viability inactive, HepG2 tox -3.5% and TGFb inhibitor -5.4%.
For O=C(Cc1cccs1)Nc1nnc(C2CC2)s1 the results were MmCpn inh 0.3%, Nrf2 block -6.6%, Nrf2 activator 3.8%, pAkt inh inactive, CCT chaperon mod -0.8, A549 tox 7.4%, ATXN viability inactive, HepG2 tox -19.3% and TGFb inhibitor -8.2%.
For CC(C)(C)S(=O)(=O)N1Cc2cc(CO)cc(CCO)c2[C@@H]1CCO the results were Nrf2 block 4.1%, Nrf2 activator 0.1%, pAkt inh inactive, CCT chaperon mod 1.8, A549 tox -0.6%, ATXN viability inactive, HepG2 tox 0.5% and TGFb inhibitor -4.9%.
`Cc1ccnc(Nc2nc3ccccc3s2)n1` gave MmCpn inh 0.4%, Nrf2 block inconclusive, Nrf2 activator 9.6%[9.22 µM], pAkt inh inactive, CCT chaperon mod 0.3, A549 tox -4.2%, ATXN viability inactive, HepG2 tox -7.2% and TGFb inhibitor 10.4%.
Screening CCc1ccc2oc(C(=O)NCc3ccncc3)c(C)c2c1 returned MmCpn inh -1.3%, Nrf2 block inconclusive, Nrf2 activator 4.2%, pAkt inh inactive, CCT chaperon mod -0.6, A549 tox -10.7%, ATXN viability inconclusive, HepG2 tox -28.1% and TGFb inhibitor -2.7%.
Cc1onc(-c2ccccc2Cl)c1C(=O)N/N=C(\N)COc1ccc(Cl)cc1 was read as MmCpn inh 0.2%, Nrf2 block inconclusive, Nrf2 activator 3.7%, pAkt inh inactive, CCT chaperon mod 1.1, A549 tox 5.2%, ATXN viability inconclusive, HepG2 tox 5.9% and TGFb inhibitor inconclusive.
Screening O=C(NCc1ccccc1CN1CCCC1)c1cccc(S(=O)(=O)N2CCCC2)c1 returned MmCpn inh 1.4%, Nrf2 block 4.3%, Nrf2 activator 0.1%, pAkt inh inactive, CCT chaperon mod -7.3, A549 tox 7.4%, ATXN viability inactive, HepG2 tox -56.6% and TGFb inhibitor -7.6%.
For COc1ccc(-c2cn3cccnc3n2)cc1NC(=O)c1cccs1 the results were MmCpn inh 0.1%, Nrf2 block -10.4%, Nrf2 activator -0.2%, pAkt inh inactive, CCT chaperon mod -13.0, A549 tox 12.0%, ATXN viability inactive, HepG2 tox -21.9% and TGFb inhibitor inconclusive.
`CC12CN3CC(C)(CN(C1)C3c1ccccc1Cl)C2O` (configuration not stated) gave MmCpn inh -2.5%, Nrf2 block -7.6%, Nrf2 activator -0.6%, pAkt inh inactive, CCT chaperon mod -1.3, A549 tox 5.2%, ATXN viability inactive, HepG2 tox -0.2% and TGFb inhibitor 0.7%.
`O=c1[nH]c(=O)n(Cc2ccccc2)c2c1CCC2` gave MmCpn inh 0.1%, Nrf2 block -0.2%, Nrf2 activator 2.3%, pAkt inh inactive, CCT chaperon mod 1.0, A549 tox 8.9%, ATXN viability inactive, HepG2 tox 0.5% and TGFb inhibitor 11.7%.
CC1CCCN(C(=O)c2ccc(NS(=O)(=O)c3ccc4[nH]c(=O)[nH]c4c3)cc2)C1 (configuration not stated) was read as MmCpn inh -1.9%, Nrf2 block 13.5%, Nrf2 activator 0.4%, pAkt inh inactive, CCT chaperon mod 2.8, A549 tox -0.3%, ATXN viability inactive, HepG2 tox -0.4% and TGFb inhibitor 2.7%.
Screening COc1ccc(-c2cc(C(=O)Nc3cc(C)on3)no2)cc1 returned MmCpn inh -0.9%, Nrf2 block 12.0%, Nrf2 activator 0.1%, pAkt inh inactive, CCT chaperon mod -3.5, A549 tox -1.7%, ATXN viability inactive, HepG2 tox -13.4% and TGFb inhibitor 22.6%.
For CCn1cc(C(=O)NCCC(=O)NCCCO)c(=O)c2cc3c(cc21)OCO3 the results were MmCpn inh 1.1%, Nrf2 block -13.2%, Nrf2 activator -0.4%, pAkt inh inactive, CCT chaperon mod 1.3, A549 tox -1.8%, ATXN viability inactive, HepG2 tox 15.8% and TGFb inhibitor 18.4%.
c1csc(C(c2nnnn2C2CCCC2)N2CCCC3(CCCCC3)C2)c1 (configuration not stated) was read as MmCpn inh -2.5%, Nrf2 block inconclusive, Nrf2 activator 0.3%, pAkt inh inactive, CCT chaperon mod -3.6, A549 tox -11.5%, ATXN viability inactive, HepG2 tox -4.4% and TGFb inhibitor -28.2%.
`C=CCNC(=O)/C(C#N)=C/c1c(C)nn(-c2ccccc2)c1Cl` gave MmCpn inh 1.2%, Nrf2 block -0.2%, Nrf2 activator inconclusive, pAkt inh inactive, CCT chaperon mod -5.9, A549 tox -0.3%, ATXN viability inactive, HepG2 tox -16.0% and TGFb inhibitor -12.2%.
For O=[N+]([O-])c1ccccc1C(O)Cc1ccccn1 (configuration not stated) the results were Nrf2 block -2.5%, Nrf2 activator 0.7%, pAkt inh inactive, CCT chaperon mod -1.1, A549 tox -6.1%, ATXN viability inactive, HepG2 tox 2.6% and TGFb inhibitor 13.9%.
CC(OC(=O)Cc1c[nH]c2ccccc12)C(=O)Nc1ccccc1F (configuration not stated) was read as MmCpn inh -0.7%, Nrf2 block -20.5%, Nrf2 activator 2.9%, pAkt inh inactive, CCT chaperon mod -0.3, A549 tox -0.3%, ATXN viability inactive, HepG2 tox 7.6% and TGFb inhibitor -15.4%.
`CCCNC(=O)C1CCN(c2cc(-c3ccccc3)nc3ncnn23)CC1` gave MmCpn inh 0.5%, Nrf2 block inconclusive, Nrf2 activator 1.1%, pAkt inh inactive, CCT chaperon mod 0.1, A549 tox -13.0%, ATXN viability inactive, HepG2 tox -15.3% and TGFb inhibitor -7.8%.
For CCOc1ccc(-n2c(C)nc3c(cnn3-c3ccc(C)cc3)c2=O)cc1 the results were Nrf2 block 10.0%, Nrf2 activator 0.3%, A549 tox 7.8%, HepG2 tox -12.6% and TGFb inhibitor inconclusive.
Screening O=c1oc2cc(OCc3nn[nH]n3)ccc2c2c1CCCC2 returned MmCpn inh -8.2%, Nrf2 block -2.4%, Nrf2 activator -0.2%, pAkt inh inactive, CCT chaperon mod -2.4, A549 tox -3.8%, ATXN viability inactive, HepG2 tox 8.8% and TGFb inhibitor 9.5%.

Screens: PubChem BioAssay, National Center for Advancing Translational Sciences (NCATS)
